a7 integrin act – qHTS for Activators of Integrin-Mediated Alleviation for Muscular Dystrophy; alpha7betagal myoblasts, beta-gal FDG fluorescence, 48 h; Potency, µM (highest dose often 38.3 µM), inactives show at the highest dose activation, hits mostly activators; AID 624291, 2012; 350,000 compounds, 0.064% hits;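 note: potency is the fitted concentration of half-maximal effect; 100% = response of the positive control SU9516; nearly all actives have a fitted effect of over 60% in size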
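alpha7betagal+/- myoblasts (passage 13, 250/well) treated 48 h at 37C with compounds at 1:260 dilution of DMSO stock. Lysed, then beta-galactosidase activity read as FDG fluorescence (ex 480/em 540) after 30 min, with pre-read for autofluorescence.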
USP2a inh – qHTS Assay for Inhibitors of Ubiquitin-specific Protease USP2a Using CHOP2 as the Reporter; Potency, µM (top dose mostly 38.3 µM), inactives show top-dose activity change, negative = inhibition, hits mostly inhibitors; 330,000 compounds, 0.01% hits; USP2 core, Ub-CHOP2 coupled fluorogenic reporter, 485/531; Ubiquitin carboxyl-terminal hydrolase 2 (Homo sapiens), O75604;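 note: potency is the fitted concentration of half-maximal effect; plate controls were DMSO wells for no effect and full inhibition by NEM control for full effect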
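Deubiquitinase activity read as fluorescence (485/531 nm) after Ub-CHOP2 cleavage activates the enterokinase reporter on its substrate; USP2 core 10nM, Ub-CHOP2 and substrate 25nM each, 30min compound preincubation then 60min RT; data normalized to NEM, curves fitted.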
S-ASM inh – Inhibitors of Secretory Acid Sphingomyelinase (S-ASM): qHTS; Potency, µM (top dose mostly 57.5 µM), for the others: at the highest dose activity change, negative = inhibition, usual class: inhibitors; 340,000 compounds, 0.006% hits; Sphingomyelin phosphodiesterase (Homo sapiens), P17405; AID 504937, 2011; placental ASM, HMU-PC fluorogenic substrate, 60 min; note: potency is the fitted concentration of half-maximal effect
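Steps: dispense placental human ASM, pin compound, wait 10 min at room temperature, add HMU-PC0 substrate at 9 uM final, incubate 60 min at 37 °C, add stop solution raising pH to 10, read fluorescence.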
TSG101-PTAP inh – qHTS Assay for Iinhibitors of HIV-1 Budding by Blocking the Interaction of PTAP/TSG101; Potency, µM (doses to about 115 µM), for inactives: top-dose activity change, negative = inhibition, hits mostly inhibitors; Fluorescence polarization, FITC-PTAP peptide / Tsg101 binding; 340,000 tested, under 10 active; Tumor susceptibility gene 101 protein (Homo sapiens), Q99816; AID 493005, 2010; active = well fitted inhibition curve with a large enough effect in the main read-out, with a control signal flat, not every such curve was filed as active; inconclusive = small, poorly fitted or top-dose-only effect, or effect the other way, or a change in a side signal; inactive = no such curve, though single readings can be large or run the other way; note: potency is the fitted concentration of half-maximal effect; % of control where 0% means no effect
Target sequence (Q99816 whole entry, looked up): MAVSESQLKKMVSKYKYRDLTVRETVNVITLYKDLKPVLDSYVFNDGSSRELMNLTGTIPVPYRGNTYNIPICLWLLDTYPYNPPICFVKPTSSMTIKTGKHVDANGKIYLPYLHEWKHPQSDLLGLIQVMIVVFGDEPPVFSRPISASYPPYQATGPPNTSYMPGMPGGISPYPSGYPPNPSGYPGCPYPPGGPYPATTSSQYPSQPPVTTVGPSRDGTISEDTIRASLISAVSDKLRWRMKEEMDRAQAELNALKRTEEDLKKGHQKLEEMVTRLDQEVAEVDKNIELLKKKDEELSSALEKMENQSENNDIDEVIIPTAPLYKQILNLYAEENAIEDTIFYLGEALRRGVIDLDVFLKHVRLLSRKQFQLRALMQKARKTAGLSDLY
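Steps: Tsg101 binding domain dispensed (10 uM final), compounds pinned in DMSO, FITC-labeled PTAP-motif peptide added (50 nM final); after 20 min binding at room temperature, polarization measured.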
TRPV1 ag – HTS Assay for Compounds that Act as Agonists of the Vanilloid Receptor 1. Transient receptor potential cation channel subfamily V member 1 (Homo sapiens), Q8NER1. TRPV1-expressing cells, Fluo-8 calcium influx, agonist mode. activation, % at 8.33 µM. 320,000 compounds, 0.19% hits. AID 540275, 2011; in the data active = activation above about 80%; inconclusive = between about 30% and that limit; note: 0% is about no effect
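Fluo-8 calcium influx in TRPV1-expressing cells, kinetic read (ex 480/em 520 nm). Compound added and read 3 min for agonist activity, followed by capsaicin at EC20 final and 2 min further read for enhancement.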
Eya2 phos inh – qHTS Assay for Inhibitors of the Phosphatase Activity of Eya2 | Potency, µM (doses to about 76.9 µM), for inactives: top-dose activity, negative = inhibition, usual class: inhibitors | AID 488837, 2010 | recombinant Eya2, OMFP fluorescence dephosphorylation (OMFP is methylfluorescein phosphate) | Protein phosphatase EYA2 (Homo sapiens), O00167 | 330,000 compounds, 0.006% hits; note: potency is the fitted concentration of half-maximal effect; % is set by controls: 0 for no effect and ±100 for the full control effect
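Eya2 protein (added as 0.2 uM solution) was preincubated with compound for 10 min at ambient temperature in 50 mM HEPES pH 7.5, 50 mM NaCl, 5 uM MgCl2, 0.05% BSA, 1 mM DTT. OMFP (added at 50 uM) then reacted 10 min; fluorescence read at 485/525 nm.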
uPA surface inh – qHTS for Inhibitors of Cell Surface uPA Generation | cell surface uPA generation assay, qHTS | Potency, µM (top dose mostly 38.3 µM), inactives show at the highest dose activity change, negative = inhibition, actives largely listed as inhibitors | 330,000 compounds, 0.31% hits; active = well fitted inhibition curve with a large enough effect; inconclusive = small, poorly fitted or top-dose-only effect; inactive = no such curve, though single readings can be large or run the other way; tested in mouse RAW 264.7 cells; note: potency is the fitted concentration of half-maximal effect; % is set by controls: 0 for no effect and ±100 for the full control effect; nearly all actives have a fitted effect of over 55% in size
p53 reactivation – qHTS assay for re-activators of p53 using a Luc reporter. 320,000 compounds, 0.063% hits. H1299 p53-A138V BP100-luciferase reporter, luminescence, 24 h. AID 504706, 2011. Potency, µM (series often up to 92.2 µM), inactives show at the top dose activity change, positive = activation, usual class: activators; note: potency is the fitted concentration of half-maximal effect; % of control where 0% means no effect; nearly all actives have a fitted effect of over 45% in size
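p53-null H1299 cells stably carrying temperature-sensitive p53-A138V and a BP100-luciferase reporter were pinned with compounds (4-point, 1:5 series) and held 24 hrs at 37 deg C. Luminescence was read 10 min after detection reagent.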
ELG1 genotox – qHTS screen for small molecules that induce genotoxicity in human embryonic kidney (HEK293T) cells expressing luciferase-tagged ELG1. HEK293T ELG1-luciferase reporter, luminescence, 16 h. 330,000 compounds, 1.3% hits. Potency, µM (highest dose often 46 µM), without a hit: at the highest dose activity change, positive = activation, usual class: activators; note: potency is the fitted concentration of half-maximal effect; % of control where 0% means no effect; nearly all actives have a fitted effect of over 60% in size
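Genotoxic stress is detected as increased luminescence from luciferase-tagged ELG1 in HEK293T cells, measured with ONE-Glo after a 16 hr treatment at 37 °C.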
B2AR arrestin – qHTS assay of beta-arrestin-biased ligands of beta2-adrenergic receptor; Beta-2 adrenergic receptor (Homo sapiens), P07550; beta-arrestin recruitment to beta2AR, cell-based reporter; Potency, µM (titrated, usually from 46.1 µM), without a hit: at the highest dose activation, hits mostly activators; 330,000 compounds, 0.02% hits;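 note: potency is the fitted concentration of half-maximal effect; 0% = DMSO controls and full agonism = EC100 isoproterenol or metaproterenol; nearly all actives have a fitted effect of over 65% in size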
Target sequence (P07550 whole entry, looked up): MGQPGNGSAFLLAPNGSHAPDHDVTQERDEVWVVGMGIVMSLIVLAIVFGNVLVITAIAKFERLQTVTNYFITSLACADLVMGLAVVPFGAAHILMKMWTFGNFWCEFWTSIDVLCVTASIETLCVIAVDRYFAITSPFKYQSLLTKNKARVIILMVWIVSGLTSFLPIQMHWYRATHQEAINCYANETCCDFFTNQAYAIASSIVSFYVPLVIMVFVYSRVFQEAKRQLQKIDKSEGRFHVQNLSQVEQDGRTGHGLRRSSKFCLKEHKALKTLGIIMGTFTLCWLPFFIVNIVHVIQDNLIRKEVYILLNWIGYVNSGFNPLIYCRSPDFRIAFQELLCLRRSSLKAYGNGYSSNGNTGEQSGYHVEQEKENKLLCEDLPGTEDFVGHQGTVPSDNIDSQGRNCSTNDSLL
BRCA1 expr up – qHTS Assay to Identify Small Molecule Activators of BRCA1 Expression | Potency, µM (titrated, usually from 46.1 µM), for inactives: at the top dose activation, most hits filed as activators | AID 624202, 2012 | MCF7-BRCA1-FFLuc reporter, luminescence, 48 h; response scale: scaled: vehicle 0%, 10 µM genistein 100% | 380,000 compounds, 1.1% hits; note: potency is the fitted concentration of half-maximal effect; nearly all actives have a fitted effect of over 80% in size; some results filed as inactive show a strong effect at the top dose
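Luminescence from a BRCA1-driven firefly luciferase in MCF7 cells was read after 48 h compound exposure at 37 C. Data normalized against DMSO and a 10microM genistein activation control, then curve-fitted across the titration.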
* marks the source's active call; other numbers are inactive results; ? = inconclusive; · = not tested or not shown; [ ] = remark or other dose. Unless noted, calls come from the whole dose curve; as a rule, active = well fitted curve in the direction sought with a large enough effect; inconclusive = small, poorly fitted or top-dose-only effect, or another doubt; inactive = no such curve, though single readings can be large; an effect the other way counts as inactive or inconclusive.

SMILES | a7 integrin act | USP2a inh | S-ASM inh | TSG101-PTAP inh | TRPV1 ag | Eya2 phos inh | uPA surface inh | p53 reactivation | ELG1 genotox | B2AR arrestin | BRCA1 expr up
CCOC(=O)c1cc(-c2csc(Nc3c(C)cc(C)cc3C)n2)on1 | 16.7% | -0.3% | 3.9% | -0.4% | · | -28.2% | -3.9% | -7.8% | 0.3% | -0.4% | -69.8%
COc1ccc(OCC(=O)N2CCCC2=O)c([N+](=O)[O-])c1 | 30.7% | 2.9% | 5.5% | -0.3% | -0.1 | -7.1% | -12.9% | -2.1% | 3.4% | -1.0% | 11.4%
COc1ccc(OCC2c3cc(OC)c(OC)cc3CCN2C(=O)C(C)C)cc1 (centres undefined) | -31.5% | -0.9% | -9.2% | -1.7% | 13.6 | -4.0% | -0.6% | -1.5% | -2.2% | 0.1% | -20.4%
COCCn1c(SCC(=O)NCc2ccc(F)cc2)nc2ccccc21 | -28.8% | -0.6% | 0.7% | -9.2% | 10.7 | -1.8% | 2.8% | -7.4% | 1.1% | -1.0% | -8.6%
Nn1c(Cc2ccccc2F)nnc1SCn1nnc2ccccc2c1=O | -17.4% | 0.6% | -0.3% | -4.1% | -0.9 | -3.3% | -0.3% | 1.0% | 1.2% | -0.4% | 36.0%
CC(C)(C)OC(=O)C[C@H]1C/C=C\C[C@H](CC(=O)N[C@H](CO)Cc2ccccc2)C(=O)N[C@H](Cc2ccccc2)COC1=O | 11.3% | 4.4% | -7.9% | -4.8% | · | -4.1% | -0.3% | -1.6% | -3.3% | -0.7% | 0.0%
CN(C)c1ccc(C=c2c3cc([N+](=O)[O-])ccc3n3c2cc(-c2ccccc2)[n+]3C)cc1 | -56.3%[inhibitor] | · | ? | -1.8% | · | · | -6.4% | · | · | · | -88.8%
O=C(Cc1ccc([N+](=O)[O-])cc1)NC1CCCCCC1 | -14.1% | 1.0% | 0.1% | -6.0% | ? | 2.1% | 5.2% | 4.9% | -2.8% | -1.2% | -6.0%
Cc1nn(-c2ccccc2)c(=O)c2noc(C)c12 | 0.3% | 1.9% | 2.5% | -1.0% | · | 12.4% | 1.6% | 0.2% | 2.6% | 0.1% | 8.0%
O=C(Cn1ncc(Cl)c(Cl)c1=O)N1CCc2ccccc21 | -71.8%[inhibitor] | 4.1% | -5.2% | -8.3% | -10.7 | ? | -11.1% | -9.7% | ? | 0.2% | -100.1%
Cc1ccc(C(=O)Oc2oc(-c3ccccc3)nc2C=Nc2ccc(N(C)C)cc2)cc1 | -3.8% | 28.3% | -4.4% | ? | -4.8 | 3.6% | -0.1% | ? | ? | -2.0% | ?
Cc1cc([N+](=O)[O-])ccc1NCc1cccc2ccccc12 | -7.9% | · | -25.0% | -2.1% | · | · | -17.8% | · | · | · | -43.2%
CNc1nc(Cl)c(SC)c(NCc2cccc(OC)c2)n1 | -32.9% | 1.1% | -4.6% | -1.3% | -0.2 | -14.5% | -6.3% | 0.0% | -3.3% | 0.1% | -37.6%
Cc1nnc(Nc2ccccn2)c2ccccc12 | 6.0% | -0.9% | -1.0% | 0.4% | -1.7 | -14.4% | -3.5% | 0.1% | 2.0% | -0.8% | -26.2%
CSc1sc(C(=O)Nc2ccc(F)cc2F)c2c1C=CCC2 | 0.3% | 3.1% | -1.9% | -1.7% | 25.6 | -16.6% | 0.0% | 15.4% | -0.1% | -0.7% | -5.1%
CN1CCN(C(CNS(=O)(=O)c2ccc([N+](=O)[O-])cc2)c2ccc(F)cc2)CC1 (centres undefined) | -2.9% | 0.0% | -1.3% | 1.1% | 5.0 | 6.0% | -1.0% | -6.8% | -1.4% | 3.7% | -4.5%
COc1cc(NC(=O)C(C)C)ccc1NC(=O)c1cc2ccccc2o1 | 12.4% | 1.9% | 21.4% | -2.0% | 3.1 | -8.3% | 14.1µM* | · | ? | -0.5% | 8.91µM*
Cn1c(-c2ccc(C=O)s2)nc2ccccc21 | 4.8% | 2.4% | 496.7%[activator] | -3.2% | -1.5 | -10.6% | -4.0% | 24.3% | 14.6µM* | 0.4% | 11.2µM*
O=C(CSc1ncnc2sccc12)Nc1ccccc1 | 22.8% | -2.4% | 1.6% | -8.5% | 20.3 | -6.7% | 1.8% | -4.2% | -1.0% | 0.0% | 2.0%
CCn1c(SCC(=O)N(C(C)C)C(C)C)nnc1-c1cc2ccccc2cc1O | -42.0% | 2.1% | 15.9% | -1.1% | -2.6 | 11.3% | 1.6% | -7.1% | -8.5% | -0.1% | -3.3%

The list goes on; the last 2 above are carried over.
SMILES | a7 integrin act | USP2a inh | S-ASM inh | TSG101-PTAP inh | TRPV1 ag | Eya2 phos inh | uPA surface inh | p53 reactivation | ELG1 genotox | B2AR arrestin | BRCA1 expr up
O=C(CSc1ncnc2sccc12)Nc1ccccc1 | 22.8% | -2.4% | 1.6% | -8.5% | 20.3 | -6.7% | 1.8% | -4.2% | -1.0% | 0.0% | 2.0%
CCn1c(SCC(=O)N(C(C)C)C(C)C)nnc1-c1cc2ccccc2cc1O | -42.0% | 2.1% | 15.9% | -1.1% | -2.6 | 11.3% | 1.6% | -7.1% | -8.5% | -0.1% | -3.3%
COc1ccc(NC(=O)NNC(=O)CCc2ccc(O)c(O)c2)cc1OC | 8.6% | 2.7% | 5.9% | -1.5% | 14.9 | 6.7% | -0.3% | 10.3% | 3.0% | -0.3% | -4.0%
O=C(NCC(=O)N(Cc1ccccc1)C(C(=O)NC1CCCC1)c1cccnc1)c1ccco1 (centres undefined) | 9.9% | 0.3% | -0.9% | -12.9% | -1.4 | 1.6% | -3.6% | 5.3% | 0.5% | -0.4% | -0.2%
COc1cc(O)c(C(CC(=O)N2CCCC(C)C2)c2ccc3c(c2)OCO3)c(OC)c1 (centres undefined) | 8.1% | 6.6% | 2.0% | · | 6.2 | -8.2% | -1.2% | 5.7% | 6.5% | 0.2% | 0.0%
COc1ccc(CNC(=O)CN(C2CCCCC2)S(C)(=O)=O)cc1 | 15.7% | 1.5% | 0.5% | -0.9% | -1.8 | -6.4% | -3.1% | -1.6% | 1.9% | 2.0% | -13.8%
c1cc[n+](CCC[n+]2ccccc2)cc1 | 7.5% | -3.5% | 2.4% | -3.1% | 1.4 | 6.1% | -1.9% | 1.2% | 1.7% | -0.1% | 13.6%
C=CCn1c(SCC(=O)N(CC)C2CCS(=O)(=O)C2)nc2cc(C(=O)O)ccc2c1=O (centres undefined) | 15.7% | 0.3% | 26.8% | -5.5% | -5.3 | -11.3% | 6.2% | 1.1% | -4.4% | 0.0% | 5.0%
COc1ccc(C(=O)C2CCCN(C(=O)C3=CCCC3)C2)cc1OC (centres undefined) | -7.7% | 3.0% | 3.9% | -5.1% | -4.6 | 0.2% | 8.2% | -1.7% | 0.6% | -0.1% | -3.0%
CCN(CCCNc1ncnc2nc[nH]c12)c1cccc(C)c1 | 2.7% | 0.1% | 2.9% | 0.1% | ? | -24.8% | -18.7% | 3.6% | ? | -0.3% | -17.5%
CCCCNC(=O)c1cnc2n(c1=O)CCS2 | 7.2% | 2.7% | 6.8% | -2.9% | -1.5 | -8.5% | 1.5% | -4.5% | -3.4% | -0.2% | 42.5%
CCCCNC(=S)Nc1cc(S(=O)(=O)N2CCCCC2)ccc1C | -18.6% | 0.5% | 0.9% | -4.5% | 28.8 | -11.6% | 2.3% | -2.6% | -5.3% | -0.4% | -1.0%
CN1CCC(CNC(=O)Nc2ccccc2)(c2ccccc2)CC1 | -44.8% | -1.1% | -1.3% | -1.0% | 1.9 | 10.4% | 2.7% | -0.8% | 5.0% | -0.6% | 2.1%
CCN1CSC(=S)N(Cc2ccccc2)C1 | -44.7% | 3.5% | -1.0% | -0.1% | 3.8 | 24.6% | 3.7% | 20.7% | -9.3% | -1.1% | -47.2%
